Abeta yeast res: A-beta toxicity reversal in yeast | Potency, µM (doses to about 46.1 µM), for the others: at the top dose growth rescue, usual class: activators | yeast expressing A-beta42, growth rescue, OD600, 48 h; response scale: 0% DMSO, 100% iron-clioquinol control | AID 1347071 | 410,000 compounds, 0.063% hits; also: potency is read from the fitted curve at half-maximal effect; nearly all actives have a fitted effect of over 55% in size
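Yeast A-beta toxicity model in growth medium with pinned compounds, 48 h at 30 C; growth read as absorbance at 600 nm. Normalized to FeCl3/clioquinol equimolar mix (positive) and DMSO (negative).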
pAkt inh: blocks phosphorylation of Akt. Neuro2A IGF-stimulated pAkt S473 HTRF, 20 min; active compounds read low. activity change, % for hits at 50 µM. 360,000 compounds, 0.32% hits; in the data active = activity change below about -80%; inconclusive = mostly about -51% to -80%; also: % is scaled to controls: 0 for no effect and ±100 for the full control effect
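Single-point screen (50 µM final compound) in Neuro2A cells stimulated 20 min with 6 nM IGF at 37 deg C. After lysis, Ser473-phosphorylated Akt read by HTRF (ex 330 nm, em 615/665 nm) as the 665/615 ratio.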
aSyn yeast inh: rescues yeast growth from alpha-synuclein toxicity. Yeast expressing alpha-synuclein, growth rescue, BacTiter-Glo, 24 h. 370,000 compounds, 0.14% hits. Potency, µM (titrated, usually from 46.1 µM), without a hit: at the top dose growth rescue (activation), usual class: activators; also: potency is read from the fitted curve at half-maximal effect; % of control where 0% means no effect; nearly all actives have a fitted effect of over 65% in size
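Screening used galactose-induced yeast with toxic alpha-synuclein levels, exposed to compound for 24 hr at 30 deg C. Cell growth, read with BacTiter-Glo luminescence, gave the measured signal.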
DRD3 antagonist: blocks the human D3 dopamine receptor | max response, negative = inhibition, % | 360,000 compounds, 2.5% hits | D3R cells, DiscoveRx beta-arrestin luminescence, antagonist mode; active compounds read low | P35462; in the data active = max response below about -50%; inconclusive = no clear call, values can overlap the other calls; also: % is scaled to controls: 0 for no effect and ±100 for the full control effect; mostly tested at two doses, the higher about 12 µM
Target sequence (P35462 whole entry, looked up): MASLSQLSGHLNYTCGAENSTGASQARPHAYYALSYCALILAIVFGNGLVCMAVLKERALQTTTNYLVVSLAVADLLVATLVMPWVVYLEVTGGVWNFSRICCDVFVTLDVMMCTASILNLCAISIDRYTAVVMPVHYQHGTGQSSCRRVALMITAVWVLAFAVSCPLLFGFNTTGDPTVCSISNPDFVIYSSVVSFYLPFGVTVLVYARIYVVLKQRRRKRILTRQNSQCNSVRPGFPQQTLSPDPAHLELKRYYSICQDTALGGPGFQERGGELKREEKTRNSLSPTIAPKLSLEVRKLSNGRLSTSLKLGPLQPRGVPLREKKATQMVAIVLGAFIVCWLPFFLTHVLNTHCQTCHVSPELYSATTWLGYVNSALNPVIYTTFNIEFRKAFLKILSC
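Cells plated overnight at 1500 cells/well, then exposed to library compounds with dopamine controls for 90 minutes at 37 degrees C. DiscoveRx reagent added for 30–60 minutes at room temperature; luminescence read, quantitative HTS format.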
GLP1R inv ag: inverse agonists of human GLP-1 receptor; Potency, µM (doses to about 38.3 µM), for inactives: top-dose activity change, negative = inhibition, usual class: inhibitors; AID 624417; P43220; 410,000 compounds, 1.6% hits; HEK293 GLP-1R CRE-luciferase, luminescence, 24 h; GLP-1R form is constitutively active; also: potency is read from the fitted curve at half-maximal effect; % is scaled to controls: 0 for no effect and ±100 for the full control effect; nearly all actives have a fitted effect of over 55% in size
Target sequence (P43220 whole entry, looked up): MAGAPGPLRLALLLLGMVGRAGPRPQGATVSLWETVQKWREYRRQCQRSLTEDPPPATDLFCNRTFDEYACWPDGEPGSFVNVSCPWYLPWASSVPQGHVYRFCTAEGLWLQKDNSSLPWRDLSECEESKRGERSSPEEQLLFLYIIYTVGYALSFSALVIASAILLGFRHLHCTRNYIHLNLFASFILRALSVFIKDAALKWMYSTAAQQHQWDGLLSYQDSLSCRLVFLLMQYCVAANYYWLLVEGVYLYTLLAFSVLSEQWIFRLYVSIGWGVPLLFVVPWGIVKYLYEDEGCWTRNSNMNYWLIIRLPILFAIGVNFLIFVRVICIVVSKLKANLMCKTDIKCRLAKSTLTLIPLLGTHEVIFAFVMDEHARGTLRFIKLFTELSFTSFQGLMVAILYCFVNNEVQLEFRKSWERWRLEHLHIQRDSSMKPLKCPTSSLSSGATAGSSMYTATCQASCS
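Inverse agonism was detected as reduced cAMP-driven luciferase luminescence after 24 h compound treatment. The cells were HEK293 clones expressing constitutively active human GLP-1R with the reporter. Reporter-only and GPR119 cell lines served as counterscreen controls.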
TDP-43 yeast inh: rescues yeast growth from TDP-43 toxicity | TDP-43 expressing yeast growth rescue, BacTiter-Glo, 24 h | Potency, µM (doses to about 46.1 µM), inactives show at the top dose growth rescue (activation), usual class: activators | 410,000 compounds, 1.8% hits | AID 652104; also: potency is read from the fitted curve at half-maximal effect; % of control where 0% means no effect; nearly all actives have a fitted effect of over 50% in size
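Readout is BacTiter-Glo luminescence of cell growth, so inhibitors register as activators. TDP-43-expressing yeast at OD600=0.02 in galactose medium, after raffinose pregrowth to mid-log, were incubated with compound for 24 hr at 30 deg C.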
PTHR1 ag: agonists of human PTHR1 parathyroid hormone receptor; Q03431; HEK293 GP2 PTHR1 cells, GloSensor cAMP luminescence, 1 h; Potency, µM (titrated, usually from 115 µM), for inactives: top-dose activation, most hits filed as activators; 410,000 compounds, 0.075% hits; also: potency is read from the fitted curve at half-maximal effect; nearly all actives have a fitted effect of over 55% in size; some results filed as inactive show a strong effect at the top dose; inactives centre near -15; many of its hits are not listed in these tables
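HEK-293-derived GP2 cells expressing PTHR1 and a GloSensor cAMP reporter, 3,000/well, plated overnight, given luciferin plus IBMX (each 0.5 mM as added) for 1 h at 37 °C, then compound for 1 h at 37 °C. Luminescence was read after 15 min at room temperature.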
GLP-1R agonist: agonists of human GLP-1 receptor. P43220. HEK293 GLP-1R CRE-luciferase, luminescence, 4-6 h; cells express a hypersensitive GLP-1R form. Potency, µM (highest dose often 45.6 µM), for inactives: at the top dose activation, actives largely listed as activators. 380,000 compounds, 0.007% hits; also: potency is read from the fitted curve at half-maximal effect; % of control where 0% means no effect
FUS suppressor: FUS proteinopathy suppression in yeast. S. cerevisiae FUS-expressing, growth rescue, OD600, 24 h. Potency, µM (top dose mostly 76.6 µM), for the others: top-dose growth rescue (activation), hits mostly activators. 390,000 compounds, 0.24% hits. AID 1347120;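 also: potency is read from the fitted curve at half-maximal effect; plate controls were DMSO vehicle for no effect and reference control for full effect; nearly all actives have a fitted effect of over 55% in size; some results filed as inactive show a strong effect at the top dose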
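Yeast FUS proteinopathy model; galactose-induced FUS (2%), starting OD 0.005. Cpds in dilution series, 24hr, 30C, 99% humidity. Abs 600 nm growth. Pos ctrl CP55940 (top 92uM final); neg ctrl DMSO.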
* = called active by the depositor; i = inactive; u = inconclusive; x = not tested or not shown; & = joins results of further samples; [ ] = dose if it differs, or a comment. Unless noted, calls follow the shape of the dose curve; as a rule, active = well fitted curve in the direction sought with a large enough effect; inconclusive = small, poorly fitted or top-dose-only effect, or another doubt; inactive = no such curve, though single readings can be large; an effect the other way counts as inactive or inconclusive. The list is partial; count on the stated rates, not on these rows.

item	compound	Abeta yeast res	pAkt inh	aSyn yeast inh	DRD3 antagonist	GLP1R inv ag	TDP-43 yeast inh	PTHR1 ag	GLP-1R agonist	FUS suppressor
1	CCOC(=O)C(=CNc1ccc(O)c(C(=O)OC)c1)C(=O)OCC	-4%	i	0%	159	108%[activator]	9%	-22%	4%	-20%
2	CN1CCN(c2nc(NCCOC34CC5CC(CC(C5)C3)C4)nc(OCC(F)(F)F)n2)CC1	2%	i	0%	-61*	5%	0%	-22%	0%	-17%
3	O=C(Nc1nccc(-c2cccs2)n1)c1cccs1	-25%	i	-14%	4	-3%	3%	-7%	2%	x
4	O=C(NCc1ccco1)C1CC(c2ccc(C(F)(F)F)cc2)=NO1 (configuration not stated)	-2%	i	-1%	15	u	1%	i	10%	-5%
5	O=C(Cn1nc(-c2ccc(Cl)cc2)c2ccccc2c1=O)NCC1CCCO1 (configuration not stated)	-6%	i	4%	-2	-20%	6%	i	-1%	7%
6	Cc1nn(-c2ccccc2)nc1C(=O)OCC(=O)N1CCCCC1C (configuration not stated)	-8%	i	3%	-9	0%	18%	-7%	20%	x
7	CCC(=O)NC(Nc1sc2c(c1C(=O)OC)CCCC2)(C(F)(F)F)C(F)(F)F	0%	i	2%	-9	-19%	6%	i	-5%	14%
8	CC1(c2ccccc2)NC(=O)N(CC(=O)NCc2cccc(Cl)c2)C1=O (configuration not stated)	-26%	i	-1%	u	-32%	-32%	-8%	0%	20%
9	Cc1ccccc1CC(=O)N1CCCc2ccccc21	u	i	0%	10	u	u	-19%	1%	-14%
10	Cc1cc(C)c(C)c(S(=O)(=O)N2CCCCC2C(=O)O)c1C (configuration not stated)	15%	i	4%	13	-29%	-3%	-8%	-2%	3%
11	O=C1/C(=C\c2ccc(Cl)c(Cl)c2)CN(C(=O)CCN2CCOCC2)C/C1=C/c1ccc(Cl)c(Cl)c1	-78%[inhibitor]	i	-38%[inhibitor]	-79*	u	-81%[inhibitor]	-42%[inhibitor]	-14%	x
12	CCn1c2ccccc2c2cc(NC(=O)CN3CCCC3)ccc21	-4%	i	0%	-18	u	-9%	-16%	7%	18%
13	CCOC(=O)[C@]12CCCC=C1N(Cc1cccc3ccccc13)C(=O)[C@H](CC(=O)NCC1CCCCC1)C2	-6%	i	15%	8	32%[activator]	8%	-15%	-1%	u
14	O=C(CSc1nc2scc(-c3ccccc3)c2c(=O)[nH]1)Nc1ccccc1	-15%	i	0%	6	u	-22%	i	-24%	x
15	C=CCc1cccc(CNc2c(C)cc(C)cc2C)c1O	-9%	i	-1%	0	7%	0%[1.82 µM]	-23%	13%	1%
16	CCOc1ccc(NC(=O)CN(C)C(=O)C2(c3ccccc3)CC2)cc1OCC	-2%	i	2%	3	-2%	14%	i	4%	4%
17	Cc1cc(C)c(S(=O)(=O)c2ccc(F)cc2)c(C)c1	22%	i	6%	11	u	u	-12%	0%	-30%
18	COc1cccc(-c2cc(C(=O)Nc3ccn(Cc4ccc(C)cc4)n3)no2)c1	15%&-8%	i	0%	5	u	4%&21%	-39%&-13%[inhibitor]	7%	22%&-22%
19	CSCC(=O)N1CCC(n2nccc2NC(=O)CCc2ccccc2)CC1	8%	i	1%	17	-5%	17%	-81%[inhibitor]	-5%	13%
20	O=c1c2ccccc2nc(SCc2nnc(-c3ccccc3Br)o2)n1-c1ccccc1	-2%	i	1%	-1	2%	-2%	-7%[57.5 µM]	8%	25%
21	Cc1ccccc1NC(=O)Cn1c(CCC(=O)O)ccc1-c1cccs1	-6%	i	1%	2	-17%[7.66 µM]	2%[9.22 µM]	i	0%	9%
22	CCOc1cccc(C2c3c(oc4ccc(F)cc4c3=O)C(=O)N2CCc2ccc(OC)cc2)c1 (configuration not stated)	2%	x	x	x	9%	16%	12%	x	-2%
23	O=C1[C@@H]2[C@H](C(=O)N1Cc1ccco1)[C@H]1C=C[C@@H]2C1	16%	i	4%	7	3%	-5%	-10%[57.5 µM]	-4%	0%
24	Cc1ccc(C2=Nc3ccccc3N(C(=O)c3ccccc3)C(C)C2)cc1 (configuration not stated)	10%	i	-7%	11	u	25%	-30%[inhibitor]	-2%	x
25	Cc1c(C(=O)O)sc(=S)n1-c1ccccc1	-5%	i	0%	-17	10%	-12%	-24%	4%	5%
26	O=C(Nc1ccccc1)c1ccc(-c2ccc([N+](=O)[O-])cc2)o1	-16%	i	-10%	-13	11%	-11%	-14%	13%	39%
27	COc1cccc(C2CC(c3ccc(F)cc3)Nc3nc(N)nn32)c1 (configuration not stated)	5%	i	-1%	-2	7%	0%	-21%	4%	12%
28	COc1cc(CNc2ccc3[nH]c(=O)[nH]c3c2)ccc1OCc1ccccc1	2%	i	1%	1	7%	3%	-27%	2%	14%
29	O=C1NCC(Nc2ccccc2Cl)C(=O)N1 (configuration not stated)	-14%	i	-11%	10	18%	-2%	-11%	15%	-22%
30	CCCS(=O)(=O)N1CCN(Cc2c[nH]c3ccccc23)CC1	9%	i	-3%	-16	-29%	4%	-21%	12%	0%
31	CCN(CC(=O)Nc1c(F)cccc1F)C(=O)CCc1nc2cc(S(=O)(=O)N(C)C)ccc2n1CC	11%	i	2%	11	20%	18%	-8%	1%	7%
32	COc1ccc(N(C)S(=O)(=O)c2ccc3c(c2)CCN3C(=O)CCC(=O)O)cc1	-1%	x	x	x	17%	9%	i	x	14%
33	O=C(/C=C/c1ccccc1[N+](=O)[O-])NCCCN1CCCC1=O	-1%	i	-6%	-9	-5%	-7%	-19%	1%	-5%
34	COc1cc(CC(=O)Nc2ccc(S(=O)(=O)Nc3ncccn3)cc2)cc(OC)c1OC	-6%	i	-4%	-12	0%	-1%	i	-4%	28%
35	COc1ccc(N2C(=O)CCSC23C(=O)N(Cc2ccc(F)cc2)c2ccccc23)cc1Cl (configuration not stated)	-12%	x	x	x	u	12%	i	x	u
36	CC1CN(CC(=O)N2CCc3[nH]c4ccccc4c3C2)CC(C)O1 (configuration not stated)	1%[9.22 µM]	i	-4%	u	2%	2%	i	8%	-19%
37	COc1ccc(/C=C/C(=O)N(Cc2ccccc2)c2ccccn2)cc1OC	-4%	i	18%	1	-7%	6%	i	1%	-20%
38	Cc1ccc(C(=O)N(C)c2nnc(-c3ccncc3)s2)cc1	-6%	i	2%	-15	12%	8%	-25%	1%	-5%
39	CC(=O)Nc1ccc(S(=O)(=O)NCCC(=O)OCC(=O)c2ccc(Br)cc2)cc1	22%	i	0%	-8	16%	14%	i	-7%	12%
40	CCCCOc1ccc(CSC(=N)N)cc1[N+](=O)[O-]	-6%	i	-1%	0	0%	-16%	-2%	-2%	x
41	O=C1CN(C(=O)N[C@@H](Cc2ccccc2)C(=O)N[C@@H](Cc2ccccc2)C(=O)O)c2ccccc2N1	-6%	i	2%	5	56%[activator]	6%	-6%	0%	-12%
42	CN(C)Cc1nnnn1-c1ccccc1	11%	i	-3%	-9	-9%	-4%	-9%	2%	-15%
43	COc1ccc(OC)c(NC(=O)CSc2c3c(nc4cc(Cl)ccc24)CCCC3)c1	-26%	x	x	x	5%	20µM*	-79%[inhibitor]	x	42%
44	OC[C@@H]1CN(Cc2ccc(F)cc2)C[C@H](n2cnc3c(NCc4ccncc4)ncnc32)O1	-14%	i	-16%	-15	-13%	-7%	-6%	-5%	-4%
45	CCOc1ccc(C(=O)Cc2cc3cccc(OC)c3oc2=O)cc1	9%	i	1%	1	u	3%	-16%	16%	0%
46	CCC(c1nnnn1Cc1ccco1)N(Cc1cc2cc(C)cc(C)c2[nH]c1=O)CC1CCCO1 (configuration not stated)	2%	i	5%	-2	-13%	1%	-12%	5%	30%
47	O=C(CSc1nnc(NC(=O)c2c(F)cccc2Cl)s1)Nc1ccccc1F	11%	i	0%	-3	7%	25%	-3%	-5%	18%
48	CCN(C(=O)c1coc(=O)c(Br)c1)c1ccc2c(c1)OCO2	1%	i	1%	-6	0%	-8%	8%[57.5 µM]	2%	32%
49	CC(C)n1c2ccccc2c2nc3ccccc3nc21	-15%	i	-11%	-15	u	1%	i	14%	13%
50	Cc1ccccc1C1c2[nH]c3ccccc3c2CCN1CCCn1cccn1 (configuration not stated)	-23%	i	-7%	-27	u	-31%[inhibitor]	-6%	6%	31%
51	CC(C)Cn1c(SCc2nc3ccccc3c(=O)[nH]2)nc2ccccc2c1=O	14%	i	3%	14	9%	-1%	i	14%	8%
52	c1ccc(CN2CCCC3(CCCN(Cc4nc(COc5ccccc5)no4)C3)C2)cc1 (configuration not stated)	7%	i	6%	-16	u	-5%	-10%	12%	12%
53	O=C(Oc1ccc(N(Cc2cccs2)C2=NS(=O)(=O)c3ccccc32)cc1)c1ccccc1F	-3%	x	x	21	-11%	11%	-39%	-6%	-18%
54	CCOc1ccc(/C=N/n2c(SC)nnc(C(C)(C)C)c2=O)cc1	15%	i	8%	0	1%	-1%	-5%	-8%	-24%
55	Oc1ccc(C=Nc2ccc(N3CCOCC3)cc2)c(O)c1	-15%	i	2%	20	-9%	-13%	-19%	3%	50%
56	CC1=C([N+](=O)[O-])C(c2ccccc2)C2=C(N1)c1ccccc1C2=O (configuration not stated)	-7%	i	-15%	u	6%	-16%	-19%	1%	x
57	CSc1nnc(NC(=O)c2cc(=O)c3cc(C)cc(C)c3o2)s1	-20%	i	7%	0	3%	3%	15%	-2%	-17%
